# NCI-60 one-dose screen, 48 h, at 10 µM unless noted. Numbers give growth in % (100 = growth as untreated, 0 = no growth, -100 = all killed).
# U251: U251 CNS tumor cells. hit rate 5.4% among 80,000. AID 1794753
# OVCAR-8: OVCAR-8 ovarian cancer; hit rate 4.4% among 81,000
# SK-OV-3: SK-OV-3 ovarian cancer cells; hit rate 3.2% among 80,000
# OVCAR-4: OVCAR-4 ovarian cancer cells. AID 1794784. hit rate 3.7% among 80,000
# PC-3: PC-3 prostate cancer cells. hit rate 3.9% among 80,000. AID 1794754
# SF-295: SF-295 CNS cancer cells; AID 1794758; hit rate 5.6% among 79,000
# OVCAR-3: OVCAR-3 ovarian cancer; hit rate 7% among 79,000
# OVCAR-5: OVCAR-5 ovarian cancer. hit rate 2.9% among 82,000. AID 1794783
# DU-145: DU-145 prostate cancer | hit rate 4.2% among 81,000 | AID 1794760
# Starred values were filed as active, the others as inactive; x = no result given; & = joins results of further samples. Rule for the calls: active = growth percent below 10; inactive = the rest.
SMILES,U251,OVCAR-8,SK-OV-3,OVCAR-4,PC-3,SF-295,OVCAR-3,OVCAR-5,DU-145
O=C1CSC(c2ccccc2Cl)N1c1ccccc1 (stereo not given),98,108,113,110,103,102,131,106,120
O=C1C(=O)N(CCCCn2cc(CO)nn2)c2ccccc21,x,102,100,99,98,102,115,99,108
Cc1ccc(Cl)cc1NC=O,111,108,111,112,100,107,111,114,111
NS(=O)(=O)c1ccc(CCn2c(SCC(=O)Nc3ccccc3)nc3ccccc3c2=O)cc1,103,98,110,102,98,98,100,102,101
O=C(/C=C\c1ccc(O)cc1)c1ccccc1,81,99,108,x,91,110,96,88,101
O=C(c1ccccc1)c1ccc[n+](Cc2c(Cl)cccc2Cl)c1,98,97,108,91,93,99,99,100,110
Cc1c(C(=O)NC(Cc2ccccc2)C(O)C(=O)NCCc2ccccc2)[nH]c2ccccc2c1=O (stereo not given),94,100,87,101,94,96,104,100,108
Cc1ccc(Cl)c(-n2c(SCC(=O)Nc3ccc(S(=O)(=O)Nc4nccc(C)n4)cc3)nc3ccccc3c2=O)c1,106,102,110,101,99,100,108,106,115
Nc1nc2nc(-c3cccc(Nc4ccnc5cc(Cl)ccc45)c3)cc(-c3ccc(Cl)cc3)c2c(=O)[nH]1,100,103,93,97,96,98,103,112,106
Cc1ccc(S(=O)(=O)Nn2c3c(cc(-c4nc5ccccc5s4)c2=O)CCCC3)cc1,102,103,99,99,94,101,105,105,103
COc1ccc(/C=C(/CC(=O)c2ccc(Cl)c(Cl)c2)C(=O)NN)cc1,94,92,98,63,81,97,72,94,58
Cc1ccc(S(=O)(=O)N2CCC(O)(c3ccccc3)CC2)cc1,99,104,118,101,103,100,109,102,114
CCOC(=O)c1nn(C2CCCCO2)c2ccc(NC(=O)CN3C(=O)c4ccccc4C3=O)cc12 (stereo not given),105,103,x,102,102,98,106,95,103
CCN(CCC(=O)OC)Cc1ccnc2ccccc12,93,95,87,106,95,95,100,102,113
CCN(CC)C(=S)SCCC(N)=O,96,100,86,120,97,102,90,108,107
NC1(C(=O)O)CCc2ccccc21 (stereo not given),95,91,101,109,101,111,109,107,116
CCOC(=O)c1[nH]cc(-c2ccccc2)c1-c1ccccc1OC,99,100,108,97,93,101,106,98,105
CCCCCCc1cc2cc(-c3nc4ccccc4[nH]3)c(=Nc3ccccc3C)oc2cc1O,34,56,67,39,38,x,42,58,67
O=C(Nc1cccc(-c2cn(-c3ccc4oc(=O)ccc4c3)nn2)c1)Nc1cc(C(F)(F)F)cc(C(F)(F)F)c1,13,35,37,7.5*,28,-46*,16,66,30
CCCCOC(=O)c1cccnc1,98&102,95&104,101&104,94&104,100&92,92&113,106&107,99&102,115&108

# Three successive records from above, quoted:
SMILES,U251,OVCAR-8,SK-OV-3,OVCAR-4,PC-3,SF-295,OVCAR-3,OVCAR-5,DU-145
O=C1CSC(c2ccccc2Cl)N1c1ccccc1 (stereo not given),98,108,113,110,103,102,131,106,120
O=C1C(=O)N(CCCCn2cc(CO)nn2)c2ccccc21,x,102,100,99,98,102,115,99,108
Cc1ccc(Cl)cc1NC=O,111,108,111,112,100,107,111,114,111

# Next entries:
SMILES,U251,OVCAR-8,SK-OV-3,OVCAR-4,PC-3,SF-295,OVCAR-3,OVCAR-5,DU-145
CSCCC(NCCC(=O)O)C(=O)O (stereo not given),105,103,107,111,110,x,118,100,116
CC(=O)C(Cc1ccc(C(C)C)cc1)C(C)C (stereo not given),94,98,101,119,99,95,106,92,114
CN(C)c1ccc(/C=C\c2cccc[n+]2C)cc1,33,29,42,34,11,19,9.1*,49,70
Cc1nc2sc3c(c2c(C)c1Br)NC(c1ccccc1F)NC3=O (stereo not given),98,95,86,83,85,99,107,119,113
Nc1nsc(C(=O)c2ccc(O)cc2)n1,94,91,93,105,76,99,95,94,105
CN1CC(=O)N(c2ccccc2)N=C1C(=O)Nc1ccccc1Cl,108,104,118,103,99,97,121,95,107
Nc1ccc(C(=O)Nc2cncnc2Oc2cccc(C(F)(F)F)c2)cc1,95,99,94,116,87,103,103,98,112
CC/C=C/N1CCCC1,104,91,110,90,79,90,133,107,104
O=C(CI)Nc1ccc(O)c(C(=O)O)c1,99,100,104,73,107,96,108,82,99
CNC(=O)c1cc(Oc2ccc3nc(NC(=O)c4cc(F)cc(F)c4)sc3c2)ccn1,83,70,132,75,87,71,98,108,91
C=CCOc1cccc(/C=C2\SC(=Nc3ccc(O)cc3)NC2=O)c1,13,27,x,32,14,7.1*,6.2*,28,5.3*
NC(=O)c1c(NC(=O)c2cccc(C(F)(F)F)c2)sc2cc(O)ccc12,96,95,x,105,92,85,117,100,89
COc1ccc(-c2csc(NC(=O)CN3CCN(c4cc(=O)[nH]c5ccc(F)cc45)CC3)n2)cc1,76,83,90,75,64,98,95,102,60
Nc1nc(Nc2ccccc2SSc2ccccc2Nc2nc(N)nc(-c3cnccn3)n2)nc(-c2cnccn2)n1,105,106,121,84,96,98,120,101,91
Ic1ccc(I)cc1,99,99,106,92,100,93,106,81,103
O=C(/C=C/c1ccc(Cl)cc1)c1cccc(Nc2nc(Nc3ccccc3)nc(Nc3ccccc3)n2)c1,83,95,108,84,88,62,85,93,121
Cc1cccc2c(=O)c3c(sc12)c(NCc1ccccc1)nc1ccccc13,101,100,89,88,89,99,106,76,102
CC(=O)/C(=C/N1CC(=O)NC1=S)C(=O)Nc1ccccc1,107,103,92,93,103,100,100,101,104
CCOC(=O)N1CCN(c2ccc(C)cc2)CC1,100,100,113,111,100,103,103,99,108
COc1cc2ncnc(-n3ncc4cc(NC(=O)Nc5ccccc5)ccc43)c2cc1OC,x,50,3.7*,7.2*,-18*,27,36,25,11

# Record cards (already shown). Values in the order: U251	OVCAR-8	SK-OV-3	OVCAR-4	PC-3	SF-295	OVCAR-3	OVCAR-5	DU-145
# COc1cc2ncnc(-n3ncc4cc(NC(=O)Nc5ccccc5)ccc43)c2cc1OC reads x	50	3.7*	7.2*	-18*	27	36	25	11
# Cc1cccc2c(=O)c3c(sc12)c(NCc1ccccc1)nc1ccccc13 reads 101	100	89	88	89	99	106	76	102
# CC(=O)C(Cc1ccc(C(C)C)cc1)C(C)C (stereo not given) reads 94	98	101	119	99	95	106	92	114
# CC(=O)/C(=C/N1CC(=O)NC1=S)C(=O)Nc1ccccc1 reads 107	103	92	93	103	100	100	101	104

# Further records follow.
SMILES,U251,OVCAR-8,SK-OV-3,OVCAR-4,PC-3,SF-295,OVCAR-3,OVCAR-5,DU-145
CCOC(=O)C1=Nc2cccc3c(O)ccc1c23,92,96,110,93,98,x,104,95,103
CSc1nc2c(c(=O)n1C)C(c1ccc(F)cc1)C=C(C(=O)O)N2 (stereo not given),113,102,100,99,104,97,106,96,102
CC1(C)C2CCC1(CS(=O)(=O)O)C(=O)/C2=C\c1ccc(/C=C2\C(=O)C3(CS(=O)(=O)O)CCC2C3(C)C)cc1,105,110,106,95,98,103,104,99,102
Nc1cc(C(=O)N/N=C/c2ccc(OC(F)F)c(Oc3ccccc3)c2)nn1CC(O)c1ccccc1 (stereo not given),96,95,125,95,87,104,x,103,103
CC(=O)O[C@H]1CCC2=C(CC(F)C[C@@H]3[C@@H]2CC[C@]2(C)C(=O)CC[C@@H]32)C1 (stereo not given in full),97,110,112,104,86,98,104,104,112
CC(C)(C)CC(C)(C)n1nnnc1C(NC12CC3CC(CC(C3)C1)C2)c1ccccc1 (stereo not given),89,96,120,88,78,76,98,103,97
COc1ccc(NCC(=O)Nc2ccccn2)cc1,100,103,94,104,81,105,103,102,111
C#CCOc1ccc(/C=N/Nc2nc(-c3ccc(C)cc3)cs2)cc1OCC#C,87,89,99,40,65,86,92,113,94
CCCN(CCC)c1nc(C)nc2nc(Cl)[nH]c12,82,100,95,99,79,98,112,95,107
CC(=O)N1N=C(c2ccc(C(F)(F)F)c(F)c2)CC1c1[nH]c(C)c(C(=O)NCC(F)(F)F)c1C (stereo not given),79,42,75,14,71,71,68,79,86
CC(C)CCC[C@@H](C)[C@H]1CC[C@H]2[C@@H]3CC[C@H]4CC(=O)[C@H](Br)C[C@]4(C)[C@H]3CC[C@]12C,99,99,106,116,112,98,104,108,103
NS(=O)(=O)c1ccc(Cl)c(Cl)c1,93,98,97,99,89,98,107,95,113
CCN1C(=O)N(CC)C2C1NC(=S)N2/N=C/c1ccc(F)cc1 (stereo not given),101,102,99,99,97,96,110,104,110
COc1cc(/C=N/NC(=O)Cn2c(C(C)C)nc3ccccc32)ccc1O,110,99,100,108,95,104,108,95,110
CCCCn1c(C)nc2ccc(Nc3nc(N4CCN(C)CC4)nc4nc[nH]c34)cc21,83,92,104,98,84,105,99,96,92
N#CCCOCC(OCCC#N)C(OCCC#N)C(OCCC#N)C(COCCC#N)OCCC#N (stereo not given),102,123,109,118,88,107,110,104,111
CCOC(=O)c1c(Cl)c2c(n1Cc1ccc(C)cc1)-c1oncc1CC2,102,101,109,106,107,x,107,99,111
CC(C)[C@H](NC(=O)OCc1ccccc1)C(=O)C1CO1 (stereo not given in full),96,103,104,106,98,99,108,104,108
Nc1ccc(-c2nnc(SCc3ccc(O)c4ncccc34)n2-c2ccccc2)cc1,8.9*,12,8.2*,12,14,0.9*,19,34,24
O=C1CC(c2ccccc2Cl)c2cnn(Cc3ccc4c(c3)OCO4)c2N1 (stereo not given),89,89,105,91,78,105,105,98,102
O=C(/C=C/c1cccc2ccccc12)Nc1ncc(Cc2ccccc2)s1,1.4*,29,21,6.7*,30,-40*,-18*,23,21
Nc1c(C(=O)Nc2ccccc2C(F)(F)F)sc2nc3c(cc12)CCC3,94,100,88,101,100,95,113,103,108
Cc1cc(C2=NNC(c3ccc[nH]3)C2)ccc1-n1ccc(C(F)(F)F)n1 (stereo not given),82,99,130,89,74,98,94,99,95
Cc1cc(=O)oc2cc(OCc3cn(CC(O)CO)nn3)ccc12 (stereo not given),100,103,100,116,110,107,117,113,103
CC(C)NC(=O)c1ccc(C(C)C)cc1,97,100,104,107,105,112,113,107,115
COc1ccc2c(CSc3nc(-c4ccc(Cl)cc4)c(C#N)c(=O)[nH]3)cc(=O)oc2c1,94,101,104,109,96,107,101,101,110
COc1ccc(C2=NN(c3ccc(S(N)(=O)=O)cc3)C(c3cn(-c4ccccc4)nc3-c3ccc(C)cc3)C2)cc1OC (stereo not given),84,87,100,105,87,93,105,98,99
Cc1ccc2n[nH]nc2c1,93,92,111,97,86,89,113,112,109
